Source: PubChem
hiPSC survival = enhancers of human iPSC single-cell survival. hiPSC single-cell survival, ATPlite luminescence; 100% = ROCK inhibitor wells, 0% = DMSO. AID 602274. hit rate 0.044% among 360,000. survival enhancement, % at 20 µM; in the data active = survival enhancement above about 18%;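 also: cells exposed to compounds for 16 hours before the ATP read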
HTR2A ag = agonists of mouse serotonin 5-HT2A receptor (HTR2A) | activation, % at 7.6 µM | hit rate 0.66% among 360,000 | CHO-K1 mHTR2A beta-arrestin complementation, luminescence; percent of 30 µM serotonin response | P35363;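 active = activation above a run cutoff, the mean activation of all tested compounds plus 3 SD, cut at about 14% in these data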;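 also: 0% = plate median of compound wells and 100% = 30 µM serotonin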
Target sequence (P35363 whole entry, looked up): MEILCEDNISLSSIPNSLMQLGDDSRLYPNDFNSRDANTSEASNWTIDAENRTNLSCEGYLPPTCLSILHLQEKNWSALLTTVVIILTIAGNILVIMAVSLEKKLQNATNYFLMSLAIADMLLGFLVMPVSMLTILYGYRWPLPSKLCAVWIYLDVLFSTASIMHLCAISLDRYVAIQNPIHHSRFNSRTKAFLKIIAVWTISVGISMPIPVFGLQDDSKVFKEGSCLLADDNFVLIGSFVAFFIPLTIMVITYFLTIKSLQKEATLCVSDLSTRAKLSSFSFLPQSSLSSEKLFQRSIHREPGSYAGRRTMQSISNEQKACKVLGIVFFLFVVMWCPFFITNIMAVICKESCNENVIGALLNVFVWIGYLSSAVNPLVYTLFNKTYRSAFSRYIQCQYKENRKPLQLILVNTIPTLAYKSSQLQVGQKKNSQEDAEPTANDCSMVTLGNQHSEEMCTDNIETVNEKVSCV
MC4R barr agon = agonists of human melanocortin 4 receptor (MC4R) beta-arrestin. P32245. U2OS MC4R beta-arrestin complementation, luminescence; percent of melanotan II response, DMSO zero. activation, % at 8.9 µM. hit rate 0.98% among 360,000;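 active = activation above a per-plate cutoff, the mean activation of sample wells on that plate plus 3 SD, cut at about 8% in these data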
Target sequence (P32245 whole entry, looked up): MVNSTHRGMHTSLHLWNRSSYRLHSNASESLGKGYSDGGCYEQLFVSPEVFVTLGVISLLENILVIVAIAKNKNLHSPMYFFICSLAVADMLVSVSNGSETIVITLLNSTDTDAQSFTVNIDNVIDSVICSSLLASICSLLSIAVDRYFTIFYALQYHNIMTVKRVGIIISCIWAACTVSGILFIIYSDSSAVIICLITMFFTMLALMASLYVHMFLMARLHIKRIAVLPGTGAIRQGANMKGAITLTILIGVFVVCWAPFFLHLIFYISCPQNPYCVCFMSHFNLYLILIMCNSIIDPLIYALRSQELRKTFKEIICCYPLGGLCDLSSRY
ABHD5-PLIN5 inh = ABHD5-PLIN5 protein interaction inhibition | inhibition, % at 4 µM | hit rate 0.78% among 360,000 | Split G. princeps luciferase complementation, luminescence, 4 h;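 active = inhibition above the mean inhibition across every tested compound plus 3 SD, cut at about 22% in these data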;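 also: 0% = DMSO only wells and the 100% control is not disclosed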
MC4R antag cAMP = blocks human MC4R cAMP signaling | inhibition, % at 6.5 µM | MC4R-expressing cells, MTII-stimulated cAMP, LANCE TR-FRET | hit rate 0.48% among 360,000 | AID 540295;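 active = inhibition above its plate's cutoff, the mean of tested wells on that plate plus 3 SD, cut at about 29% in these data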;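 also: 0% = Melanotan II alone and 100% = Melanotan II plus saturating MCL0020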
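System: U2OS cells stably expressing human melanocortin 4 receptor (MC4R). Reagent: Melanotan II challenge after compound preincubation. Doses: 6.5 µM. Times: 30-min compound, 1-h challenge, 1-h detection, room temperature. Measured by: TR-FRET with Eu-cAMP and labeled anti-cAMP, 671 nm. Replicates: singlicate.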
Glyco luc inh = N-linked glycosylation inhibition; D54 ERlucT glycosylation luciferase reporter, 24 h; percent of 100 nM tunicamycin response; reporter increase, % at 12.5 µM; hit rate 0.23% among 360,000; AID 588692;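 active = mean luciferase reporter signal, scaled so untreated is 0 and the glycosylation-blocking control 100, at or above a set limit in every replicate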;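 also: luciferase carries N-glycosylation sites so blocking glycosylation raises the light; 0% = median of neutral control wells and 100% = median of 100 nM tunicamycin wells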
Granule exo inh = lytic granule exocytosis inhibition; TALL-104 LAMP-1 surface exposure, flow cytometry; cells stimulated with thapsigargin and PMA; inhibition, % at 10 µM; hit rate 0.66% among 360,000;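 active = inhibition above about 55%, limit read from the data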
H9c2 protect = protects H9c2 cardiomyocytes from peroxide injury | H2O2 injury protection, ATPLite, 2 h | protection from H2O2 cell death, % at 20 µM | hit rate 0.63% among 360,000;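 active = compounds giving at least 50% protection of heart cells from peroxide-induced death in the single-dose screen, raw or plate-pattern-corrected value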;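 also: 0% = DMSO wells with peroxide and 100% = DMSO wells without peroxide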
aDG glyco act = alpha-DG glycosylation activation; Pro5-aDG cells, alpha-DG glycosylation AlphaScreen (IIH6); 0% Pro5, 100% B10-LARGE cell signal; hit rate 0.22% among 360,000; AID 624168; activation, % at 10 µM;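 active = activation of at least 8% versus controls, or a plate z-score of at least 8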;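 also: Pro5 are CHO cells carrying HIG-tagged alpha-DG that lacks glycosylation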
ABCB6 inh 2 = inhibitors of human ABC transporter ABCB6; Q9NP58; K562-ABCB6 porphyrin accumulation, flow cytometry, 1 h; hits give low values; fluorescence ratio to DMSO, % at 10 µM; hit rate 0.19% among 360,000;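 active = fluorescence ratio to DMSO below 75%, the collection mean minus 3 SD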;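 also: signal is porphyrin accumulated inside mitochondria; 100% equals median channel fluorescence of DMSO control wells; lower ratio means ABCB6 inhibition with less porphyrin fluorescence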
An asterisk follows results filed as active; / = no result given. Hits appear at their usual frequency; about 4.5% have a hit in one of these screens.

SMILES	hiPSC survival	HTR2A ag	MC4R barr agon	ABHD5-PLIN5 inh	MC4R antag cAMP	Glyco luc inh	Granule exo inh	H9c2 protect	aDG glyco act	ABCB6 inh 2
CCCCCCN1C[C@@H](n2cc(C3CC3)nn2)[C@H](O)C[C@@H]1c1ccccc1	-0.4	9	3.7	-1	17	1	1	-8	0.1	100
CC(=O)N1c2ccccc2N(Cc2ccc([N+](=O)[O-])cc2)C(=O)C1(C)C	-0.8	2	-0.8	1	1	-1	-1	-5	0.2	102
COC(=O)c1ccc(SCC(=O)NC2CCCCC2)c([N+](=O)[O-])c1	-1.0	0	1.7	-3	9	-1	-3	0	0.2	99
Cc1ccc(NS(=O)(=O)c2ccc3c(c2)oc(=O)n3C)cc1C	0.1	9	-1.8	6	1	-4	-4	-9	0.1	97
CCC(=O)c1ccc(OCC(=O)Nc2cc(S(=O)(=O)N3CCCCC3)ccc2OC)cc1	0.5	0	-0.6	1	9	-4	2	-7	1.1	94
Cc1ccccc1Nc1nc(N)nc(CSc2nnnn2-c2ccccc2)n1	-0.6	-2	-0.1	1	-14	16	-4	-1	0.5	97
NS(=O)(=O)c1ccc(NNC(=O)c2ccc(F)cc2F)cc1	-0.8	-1	-1.1	1	-3	1	-6	2	0.0	105
COc1ccc(C(=O)c2cn(-c3cccc(Br)c3)nc2C(C)=O)cc1	0.1	1	15*	-5	-2	-2	-10	-8	-0.1	97
COc1cc(NC(=S)N2CCN(C)CC2)cc(OC)c1	1.5	0	-0.8	-8	1	1	-19	0	-0.1	98
Cc1ccc(NC(=O)CNC(=O)CN2C(=O)c3ccccc3C2=O)cc1	-0.5	-2	/	0	/	1	-4	9	-0.3	87
O=C(CSc1nnc(CNc2cccc(C(F)(F)F)c2)n1Cc1ccco1)NCc1ccco1	-1.9	2	-1.5	4	5	-1	-3	-7	0.1	105
Cc1ccc(NC(=O)c2ncn(CC(=O)N[C@H](C)c3cccc4ccccc34)n2)cc1C	0.5	-6	-0.4	-6	-9	1	7	-2	-0.2	101
COc1ccccc1C(=O)COC(=O)CCNS(=O)(=O)c1ccc(C)c(C)c1	0.4	3	2.0	11	-3	2	3	-9	0.8	98
O=C(Nc1ccc2c(c1)OCO2)c1ccc(CN2CCOCC2)cc1	-1.9	-5	-2.1	-6	6	0	-4	0	0.2	99
O=C(c1ccc(Cl)cc1)C1CCCN(Cc2cccn2-c2ccccn2)C1 (stereo not drawn)	-0.7	-5	-0.6	9	-2	6	24	-4	0.1	93
CC(=O)Nc1ccc(NC(=O)C2CCCN2C(=O)NC2CCCCC2)cc1 (stereo not drawn)	0.3	-4	-1.0	4	1	0	12	-2	-0.1	103
Cn1nc(C(F)(F)F)cc1-c1ccc(/C=C(\C#N)C(=O)c2ccccc2)s1	-0.7	-1	-0.9	0	16	2	11	-2	0.0	91
CCc1cc2c(=O)c(-c3nc4ccccc4n3C)c(C)oc2c(CN2CCOCC2)c1O	-0.5	10	-0.4	3	-1	-1	0	-2	-0.1	95
Cc1ccc(/C=N/Nc2cccc3cccnc23)c(O)c1	-4.1	3	-1.8	1	3	-5	-1	-18	-0.6	102
CC1CCN(CC(=O)Nc2ccc(Br)cc2[N+](=O)[O-])CC1	0.0	6	-0.9	-5	5	-2	-5	-9	-0.4	92
CC1(O)N(CCC(=O)Nc2cccc(F)c2)C(=O)OC12CCCCC2 (stereo not drawn)	0.1	5	-1.3	1	7	0	0	4	0.5	99
COc1ccc(N(C)C(=O)c2cc3c(s2)-c2ccc(Cl)cc2S(=O)(=O)C3)c(OC)c1	0.4	14*	-2.2	0	5	-3	4	3	-0.7	91
CC(C(=O)NCc1ccco1)n1ccc2cc(S(=O)(=O)N3CCCC3)ccc21 (stereo not drawn)	-0.5	-3	-3.7	-4	4	0	-1	-2	0.1	101
Cn1c(SCC(=O)Nc2cccc(S(=O)(=O)N3CCOCC3)c2)nnc1-c1ccncc1	0.7	-2	-0.1	-1	-3	1	9	8	-0.4	96
CC(/C=N/NC(=O)c1ccncc1)=C\c1ccccc1	-2.6	3	0.8	5	-8	-2	-7	-9	-0.1	98
O=C(NCCN1CCOCC1)c1cc(S(=O)(=O)Nc2ccccc2F)c(Cl)cc1Cl	-0.4	-2	-2.3	2	6	1	-1	-2	-0.1	89
CCn1c(N2CCN(C(=S)NC)CC2)nc2ccccc21	1.0	-1	0.7	2	0	1	0	0	-0.1	91
Cc1ccc(S(=O)(=O)Nc2ccc(SC(F)F)cc2)c(C)c1	-1.5	2	6.8	-10	3	-3	-3	-11	0.2	99
CCOC(=O)C1=C(C)NC(C)=C(C(=O)OCC)C1/C=C/c1ccccc1OC	-1.2	-1	2.4	0	6	7	6	-5	0.2	99
CC(C)(C)OC[C@H](NC(=O)c1[nH]cnc1C(=O)Nc1ccccc1F)C(=O)OC(C)(C)C	3.5	0	1.6	-14	1	-4	12	19	0.2	95
NC(=O)c1ccccc1OC1CCC1	-0.4	-2	0.2	9	0	-2	-9	21	0.0	89
O=C(Nc1cc([N+](=O)[O-])ccc1O)c1cccc(C(=O)Nc2cc([N+](=O)[O-])ccc2O)c1	-0.9	-1	-0.2	4	13	2	-1	-1	0.2	91
COc1cccc(C(=O)N(Cc2ccco2)Cc2cc3cccc(C)c3[nH]c2=O)c1	1.9	-3	0.0	-2	6	-2	1	10	0.5	101
COc1ccc(S(=O)(=O)N2CCC(C(=O)N[C@H](C(=O)N3CCCC3)C(C)C)CC2)cc1	0.4	5	-0.7	7	7	-2	-7	1	-0.1	102
Cc1cccc(N2CCN(S(=O)(=O)c3ccc4c(c3)CCCN4C(=O)C3CCC3)CC2)c1C	-0.6	-6	-1.2	5	-1	-5	-2	1	0.7	90
O=c1c(-c2ccccc2)nc(-c2ccccc2)cn1O	0.0	-1	-0.5	-1	4	1	-5	0	0.1	107
CCCCc1ccc(NC(=O)N[C@H](C(=O)O)C(C)C)cc1	-1.9	3	-1.7	-4	11	1	-1	2	-0.2	100
CC(C)(CCC(=S)N1CCOCC1)c1ccccc1	-2.2	0	-0.3	12	2	-2	-23	-3	0.3	96
COc1cc(CN2CCNC(=O)C2CC(=O)N(C)CCN2CCOCC2)cc(OC)c1 (stereo not drawn)	-0.3	-1	0.9	0	14	2	-1	-2	0.1	95
CC(=O)c1cnc2c(-c3ccccc3)c(-c3ccccc3)nn2c1C	-0.4	1	-0.7	-12	3	1	-12	-4	0.1	99

A draw from above in order of SMILES length, low to high:
SMILES	hiPSC survival	HTR2A ag	MC4R barr agon	ABHD5-PLIN5 inh	MC4R antag cAMP	Glyco luc inh	Granule exo inh	H9c2 protect	aDG glyco act	ABCB6 inh 2
O=c1c(-c2ccccc2)nc(-c2ccccc2)cn1O	0.0	-1	-0.5	-1	4	1	-5	0	0.1	107
CC(C(=O)NCc1ccco1)n1ccc2cc(S(=O)(=O)N3CCCC3)ccc21 (stereo not drawn)	-0.5	-3	-3.7	-4	4	0	-1	-2	0.1	101
Cc1cccc(N2CCN(S(=O)(=O)c3ccc4c(c3)CCCN4C(=O)C3CCC3)CC2)c1C	-0.6	-6	-1.2	5	-1	-5	-2	1	0.7	90

Going on with the list.
SMILES	hiPSC survival	HTR2A ag	MC4R barr agon	ABHD5-PLIN5 inh	MC4R antag cAMP	Glyco luc inh	Granule exo inh	H9c2 protect	aDG glyco act	ABCB6 inh 2
CC(=O)c1ccc(NC(=S)N2CCC(O)CC2)cc1	-1.8	0	1.2	5	22	2	-5	4	-0.2	107
COc1cc(-n2c(=O)c3ccccc3n(Cc3cc(=O)n4ccccc4n3)c2=O)cc(OC)c1OC	-0.3	0	-2.6	3	-6	-1	3	57*	-0.4	103
Cc1cc(NC(=O)COC(=O)[C@H](Cc2c[nH]c3ccccc23)NC(=O)c2ccc(F)cc2)no1	-1.6	1	0.7	-4	13	0	2	-5	-0.2	92
O=C(/C=C/c1ccc([N+](=O)[O-])cc1)NCC1CCCO1 (stereo not drawn)	4.8	-1	1.1	-1	7	0	1	-2	-0.3	99
c1ccc(NN=C(c2ccccc2)c2cccs2)cc1	0.7	1	-1.1	-21	-3	-3	-2	-12	-0.2	99
COC(=O)c1ccc(CSc2nnc(SCc3ccc(C(=O)OC)o3)s2)o1	-0.8	1	-0.1	0	-2	1	3	2	0.5	100
CCC1C=C(c2ccccc2)C=CN=C1N(CC)CC (stereo not drawn)	0.2	-5	-0.1	5	9	-2	3	3	0.1	101
Cc1cn(S(=O)(=O)c2ccccc2[N+](=O)[O-])cn1	5.3	4	-0.4	1	5	1	-5	5	-0.5	102
CCCN(CC(=O)Nc1ccccc1C)C(=O)CCNC(=O)c1ccccc1Cl	-0.4	3	0.4	5	10	1	0	0	-0.3	97
O=C(NCc1cccs1)C1CCN(S(=O)(=O)c2cccs2)CC1	-2.4	2	0.3	12	3	-2	-1	-1	0.2	98
O=C(C1=C[C@@H](c2ccccc2)C[C@@H](OCCCCO)O1)N1CCN(Cc2ccc3c(c2)OCO3)CC1	-0.3	14	0.0	2	5	-1	0	-4	0.2	96
CC(C(=O)c1ccccc1)[n+]1cccc(Br)c1 (stereo not drawn)	-0.7	1	-0.3	3	14	0	-7	0	-0.1	101
Cc1ccc(C2CC(=O)N3CN(Cc4ccco4)CSC3=C2C#N)cc1 (stereo not drawn)	-1.5	-1	-2.7	-23	5	0	0	2	0.0	92
COC(=O)c1ccc2c(c1)C(NC(C)=O)CCc1cc(OC)c(OC)c(OC)c1-2 (stereo not drawn)	-2.2	0	-2.0	9	-13	8	-1	4	0.0	102
Cc1nn(C(C)C(=O)NC(C)CCc2ccccc2)c(=O)c2cc3occc3n12 (stereo not drawn)	-0.4	-8	1.6	4	21	2	4	-5	0.0	96
CCOC(=O)N1CCN(S(=O)(=O)N2CCCC(C(=O)NCc3cc(Br)ccc3OC)C2)CC1 (stereo not drawn)	-4.0	0	-1.8	2	10	-2	8	-3	0.4	98
CC(C)(C)c1ccc(S(=O)(=O)N2CCCC2C(=O)N2CCOCC2)cc1 (stereo not drawn)	1.4	0	-0.2	-1	1	0	-1	4	-0.2	98
O=C(Nc1ccc(F)c(Cl)c1)c1csc([C@@H]2O[C@H](CO)[C@H](O)[C@H](O)[C@H]2O)n1	-0.1	-3	-1.8	-6	14	4	-3	5	-0.1	105
COc1cc(C(=O)N2CCN(c3ccccc3)CC2)c([N+](=O)[O-])cc1OC	0.4	3	1.0	1	11	0	4	4	-0.3	120
O=C(O)CSc1nnc(CSc2nc3ccccc3s2)n1-c1ccccc1	0.0	7	1.8	-1	-2	2	1	3	0.1	105
c1ccc(-c2ccccn2)nc1	0.4	2	-0.9	3	1	1	1	17	0.0	108
Cc1[nH]c2ccccc2c1/C=C/C(=O)c1ccncc1	-0.8	-3	-2.0	-1	-6	-7	9	5	0.0	133
C[C@]1(C(=O)NCCN2CCOCC2)C=C[C@@H](Cc2ccccc2)N1C(=O)c1ccccc1	-2.0	-2	-0.5	13	4	0	-10	9	0.2	99
CN(C)S(=O)(=O)c1ccc(Cl)c(C(=O)NCC2CCCCC2)c1	-0.5	4	-1.5	-6	8	-2	-20	3	0.3	94
